GRP78 ERSR act = induces the endoplasmic reticulum stress response in human glioma cells. U87-MG GRP78 promoter luciferase reporter, 16 h. Potency, µM, for inactives: top-dose activation, actives largely listed as activators. hit rate 0.02% among 420,000. AID 602332; further: potency means the concentration at half of the fitted maximal effect; series mostly up to about 76 µM; % of control where 0% means no effect; nearly all actives have a fitted effect of over 35% in size
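Stably transfected U87-MG human glioma cells carrying a GRP78-based luminescent sensor were seeded at 1000 cells/well, pin-dosed with compounds and incubated 16 h. Luciferase reagent was then added, and end-point luminescence was read after 10 min at room temperature.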
BLM inh = Bloom syndrome helicase (human) inhibition. AID 2528. hit rate 0.2% among 350,000. Potency, µM (series often up to 56.1 µM), inactives show at the top dose activity change, negative = inhibition, hits mostly inhibitors. P54132. recombinant BLM DNA unwinding, fluorescence dequenching;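 further: potency means the concentration at half of the fitted maximal effect; plate controls were vehicle for no effect and no enzyme for full effect; nearly all actives have a fitted effect of over 35% in size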
POLB inh = DNA polymerase beta (human) inhibition. P06746. Pol beta primer extension/strand displacement, fluorescence kinetic. Potency, µM (series often up to 114 µM), inactives show at the highest dose activity change, negative = inhibition, actives largely listed as inhibitors. hit rate 1.3% among 340,000. AID 485314; further: potency means the concentration at half of the fitted maximal effect; on the % scale 0 is the no-effect control and ±100 the full control effect
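Values derive from four-parameter Hill fits of normalized kinetic data: reads at 0 and 10 min following addition of 50 nM substrate to 10 nM Pol beta preincubated 15 min with compound.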
LDHA block = LDHA (human) enzyme inhibition; P00338; purified LDHA, NADH/diaphorase-resazurin fluorescence; active compounds read low; activity change, % (values are at about 110 or 230 µM); hit rate 0.15% among 480,000; AID 1347041; in the data active means activity change below about -30%; inconclusive means mostly about -25% to -30%;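 further: plate controls were DMSO wells for no effect and wells without enzyme for full effect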
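Human LDH5 at 2 nM final in Tris HCl pH 7.4 with 0.06 mM NADH and 0.2 mM pyruvate, reacted 5 minutes at room temperature. Remaining NADH coupled via diaphorase/resazurin; resorufin fluorescence read at 0 and 20 minutes, normalized to enzyme-free and DMSO wells.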
POLI inh = inhibitors of human DNA polymerase iota; Pol iota fluorescent replication assay, 10 min; Potency, µM (top dose mostly 115 µM), for the others: top-dose activity, negative = inhibition, usual class: inhibitors; Q9UNA4; hit rate 1% among 390,000; further: potency means the concentration at half of the fitted maximal effect
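Fluorescent replication assay read twice, at 0 min and 10 min after adding 50 nM (final) substrate. Enzyme (10 nM) and compounds were first incubated 15 min at room temperature; enzyme-free buffer wells were negative controls.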
POLK inh = inhibitors of human DNA polymerase kappa. Q9UBT6. purified Pol kappa, fluorescent DNA synthesis assay, 10 min. Potency, µM (top dose mostly 107 µM), for inactives: at the top dose activity, negative = inhibition, hits mostly inhibitors. hit rate 0.53% among 400,000; further: potency means the concentration at half of the fitted maximal effect; on the % scale 0 is the no-effect control and ±100 the full control effect
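First, compounds were pin-transferred onto 10 nM Pol kappa. After 15 min at room temperature, substrate was added to 50 nM final. Fluorescence was then measured kinetically at 0 and 10 min.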
APEX1 inh = blocks human APE1 abasic DNA cleavage; P27695; recombinant APE1, TAMRA/BHQ-2 abasic DNA cleavage fluorescence; Potency, µM (top dose mostly 65.8 µM), for the others: at the highest dose activity change, negative = inhibition, usual class: inhibitors; hit rate 0.35% among 350,000;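 further: potency means the concentration at half of the fitted maximal effect; plate controls were vehicle for no effect and reference inhibitor for full effect; nearly all actives have a fitted effect of over 55% in size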
Target sequence (P27695 whole entry, looked up): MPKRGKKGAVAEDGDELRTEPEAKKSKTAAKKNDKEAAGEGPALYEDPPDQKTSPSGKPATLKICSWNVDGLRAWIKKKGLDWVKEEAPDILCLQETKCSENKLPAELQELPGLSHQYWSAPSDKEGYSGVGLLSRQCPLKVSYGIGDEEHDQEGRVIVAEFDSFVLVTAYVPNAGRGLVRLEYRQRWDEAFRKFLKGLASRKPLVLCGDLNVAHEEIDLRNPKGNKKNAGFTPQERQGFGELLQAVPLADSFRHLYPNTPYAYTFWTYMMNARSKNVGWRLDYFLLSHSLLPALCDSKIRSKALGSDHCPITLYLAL
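Activity was derived from the fluorescence gain between first and third kinetic reads (60 s intervals, ex 525/em 598 nm) after 50 nM THF-abasic TAMRA/BHQ-2 duplex was added to 0.75 nM APE1 preincubated 15 min with compound.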
POLH inh = inhibitors of human DNA polymerase eta; recombinant Pol eta, fluorescent DNA replication assay; Potency, µM (highest dose often 114 µM), for inactives: top-dose activity change, negative = inhibition, actives largely listed as inhibitors; hit rate 1.2% among 390,000; AID 588591; further: potency means the concentration at half of the fitted maximal effect; on the % scale 0 is the no-effect control and ±100 the full control effect
Target sequence (Q9Y253 whole entry, looked up): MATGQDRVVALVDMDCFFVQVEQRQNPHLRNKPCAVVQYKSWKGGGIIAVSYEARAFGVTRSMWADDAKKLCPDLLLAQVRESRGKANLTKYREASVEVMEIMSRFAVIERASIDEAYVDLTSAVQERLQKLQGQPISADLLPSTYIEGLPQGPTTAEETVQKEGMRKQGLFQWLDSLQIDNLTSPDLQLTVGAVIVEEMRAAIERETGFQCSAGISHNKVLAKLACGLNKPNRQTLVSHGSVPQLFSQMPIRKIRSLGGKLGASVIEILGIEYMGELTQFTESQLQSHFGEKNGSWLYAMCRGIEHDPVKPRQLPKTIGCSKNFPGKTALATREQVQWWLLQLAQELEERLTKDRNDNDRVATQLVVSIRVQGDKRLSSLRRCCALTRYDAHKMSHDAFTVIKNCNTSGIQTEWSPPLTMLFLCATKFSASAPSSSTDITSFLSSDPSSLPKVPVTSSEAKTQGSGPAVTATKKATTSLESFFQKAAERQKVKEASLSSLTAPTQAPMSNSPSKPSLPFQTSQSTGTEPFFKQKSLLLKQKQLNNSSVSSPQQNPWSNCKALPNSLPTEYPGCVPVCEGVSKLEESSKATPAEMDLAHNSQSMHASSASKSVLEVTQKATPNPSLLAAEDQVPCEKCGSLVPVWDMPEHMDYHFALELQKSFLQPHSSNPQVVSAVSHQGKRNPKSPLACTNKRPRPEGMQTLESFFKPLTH
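Fluorescent replication assay: 50 nM final substrate added after a 15 min room-temperature compound preincubation with 10 nM enzyme. Signal taken at 0 min and again at 10 min.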
Anesthetic bind = candidate novel general anesthetic via apoferritin binding; hit rate 0.074% among 350,000; apoferritin/1-aminoanthracene competitive binding, fluorescence; P02791; AID 485281; Potency, µM (series often up to 77.5 µM), inactives show at the top dose activity change, negative = displacement, actives largely listed as inhibitors; further: potency means the concentration at half of the fitted maximal effect; on the % scale 0 is the no-effect control and ±100 the full control effect; nearly all actives have a fitted effect of over 20% in size
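Apoferritin-based anesthetic binding model; compound displacement of fluorescent 1-AMA measured as endpoint fluorescence after 10 minutes at room temperature, scaled to free-ligand and complex controls.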
Starred values were filed as active, the others as inactive; u = inconclusive; x = no result given; [ ] = another dose, or the depositor's remark. Unless noted, the call rests on the fitted dose curve; in most records, active means well fitted curve in the direction sought with a large enough effect; inconclusive means small, poorly fitted or top-dose-only effect, or another doubt; inactive means no such curve, though single readings can be large; an effect the other way counts as inactive or inconclusive. An excerpt, so the mix of outcomes need not match the whole.

SMILES	GRP78 ERSR act	BLM inh	POLB inh	LDHA block	POLI inh	POLK inh	APEX1 inh	POLH inh	Anesthetic bind
COc1cccc(-n2c(SCC(=O)NCC3CCCO3)nc3c(c2=O)SCC3)c1 (stereo not given)	-8%	0%	-1%	-2	44%[activator]	3%	15%	-5%	-7%
O=S(=O)(c1cc(F)ccc1F)N1CCN2CCCC2C1 (stereo not given)	-2%	-12%	14%	-5	15%	-7%	-1%	-12%	-9%
CCn1c(=N)c(S(=O)(=O)c2ccc(C)cc2)cc2c(=O)n3ccccc3nc21	x	-2%	18%	x	x	x	1%	x	-9%
c1ccc2c(N3CCNCC3)nc(-c3ccoc3)nc2c1	-5%	30%[activator]	x	x	x	2%[60.1 µM]	2%	x	-9%
O=C(NC(=S)Nc1ccc2[nH]c(=O)[nH]c2c1)c1cncc(Br)c1	-4%	-8%	3%	-4	-11%	-20%	-7%	-4%	-5%
COC(=O)c1ccc(C(=O)OC)c(NC(=O)CCS(=O)(=O)Cc2ccccc2)c1	-3%	-1%	59%	-2	68%[activator]	-6%	-6%	-20%	-5%
COCCOC(=O)C1=C(C)NC(=O)NC1c1cc2c(cc1Br)OCO2 (stereo not given)	-7%	-3%	74%	0	37%[activator]	-5%	-15%	-8%	36%[activator]
c1ccc(CCN(Cc2ccccc2)Cc2nc(C3CC3)no2)cc1	-1%	-7%	5%	4	11%	-7%	3%	-3%	33%[activator]
CCOc1ccc(C)cc1S(=O)(=O)NC1CCCCC1	-3%	-3%	-20%	-3	-4%	-3%	4%	-21%	-6%
O=C1N(Cc2cccnc2)C[C@@H]2C[C@@H](c3cccc(OCc4ccccc4)c3)N3CCC[C@@]123	-1%	-1%	34%	-3	49%[activator]	-1%	-5%	-11%	-5%
CN(CCCC(=O)Nc1ccncc1)S(=O)(=O)c1ccc(Cl)cc1	-5%	-4%	3%	-7	31%[activator]	-7%	-1%	-11%	-4%
CCOC(=O)c1ccccc1NC(=O)CN1C(=O)CC(c2ccco2)Sc2ccccc21 (stereo not given)	0%	-8%	-4%	-1	-23%	-10%	x	-11%	37%[activator]
CCN(Cc1ccccc1)c1ccc(/C=C/c2nccc3ccccc23)cc1	0%	x	x	2	4%	-5%	x	x	x
S=C(Nc1ccc(Br)cc1)N1CCN(c2ccccn2)CC1	-2%	-4%	28%	-8	4%	-3%	11%	-8%	0%
CC(=O)C1=C(O)C(=O)N(c2ccc(F)cc2)C1c1ccc(C)cc1 (stereo not given)	-3%	-2%	0%	-2	64%[activator]	0%	10%	-18%	-7%
O=S(=O)(NCc1nc2ccccc2[nH]1)c1ccccc1	1%	-1%	15%	-7	16%	-3%	15%	-3%	-3%
CCCCc1c(O)nc(SCC(=O)NCC2CCCO2)[nH]c1=O (stereo not given)	2%	-1%	1%	0	-12%	-8%	4%	-13%	-8%
CC(=O)c1c(C)[nH]c(C(=O)COC(=O)CNS(=O)(=O)c2ccccc2)c1C	-7%	1%	-2%	-2	16%	-14%	1%	-7%	u
Cc1ccc(/C(O)=C2\C(=O)C(=O)N(C)C2c2ccc(F)cc2)cc1 (stereo not given)	-3%	3%	13%	1	62%	-8%	-11%	-20%	-10%
Nc1nnc(CC(=O)N/N=C/c2cc([N+](=O)[O-])cc(Br)c2O)s1	-4%	-6%	u	-86*	u	50µM*	-7%	u	-22%
CC1CCN(C(=O)C2CCN(c3nnc(-n4cccc4)s3)CC2)CC1	-3%	-1%	-1%	-6	-7%	-1%	7%	9%	10%
COc1cccc(NC(=O)N2CCN(c3ccc(C(F)(F)F)cn3)CC2)c1	-8%	-3%	13%	-3	3%	2%	6%	3%	-12%
COc1cccc(NC(=O)CN(C)C(=O)c2c(C)noc2C)c1	-4%	x	x	-1	-6%	-1%	1%	-12%	x
O=C(NCCCN1CCOCC1)c1ccc2nc(Cc3ccccc3F)oc2c1	0%	0%	4%	0	13%	-9%	17%	u	-10%
CCCCN(C(=O)c1cccc(N2C(=O)c3ccccc3C2=O)c1)c1c(N)n(CC(C)C)c(=O)[nH]c1=O	-3%	x	x	-1	21%	11%	-12%	-12%	x
Later entries:
SMILES	GRP78 ERSR act	BLM inh	POLB inh	LDHA block	POLI inh	POLK inh	APEX1 inh	POLH inh	Anesthetic bind
Cc1cccc(Cn2cc3c(=O)n(CC(=O)Nc4c(C)cccc4C)nc-3c3cc(F)ccc32)c1	-3%	-4%	3%	-1	22%	-15%	x	-7%	-11%
Cc1cccc(-c2nc3scc(CCNS(=O)(=O)c4c(C)noc4C)n3n2)c1	-4%	0%	6%	0	15%	-6%[60.1 µM]	x	-1%	6%
c1ccc(CN2CCC(Nc3ncnc4sccc34)CC2)cc1	-1%	-8%	2%	-7	-37%	-8%	-6%	-6%	-8%
C=CCn1c(SCC(=O)NCCCC)nc2scc(-c3ccco3)c2c1=O	-5%	-18%	22µM*	1	20µM*	40µM*	-8%	10µM*	-9%
O=C(NCc1cccs1)c1ccc2c(c1)N(Cc1ccccc1Cl)C(=O)c1ccccc1S2	0%	-5%	15%	-5	-13%	-9%[60.1 µM]	x	-1%	-4%
Cc1ccc(C(=O)NC(=O)CSc2nncn2C)cc1	-2%	0%	14%	-1	-9%	-6%	31%	-4%	-3%
CC(=O)c1c(C)[nH]c(C(=O)OCn2nnc3ccccc3c2=O)c1C	-5%	-14%	15%	0	-17%	-5%	26%	-10%	-9%
COC(=O)c1cc(-c2ccc(S(=O)(=O)N3CCCC3)cc2)c(C(F)(F)F)s1	-4%	-10%	9%	2	38%[activator]	-6%	7%	-15%	-14%
Cc1ccc(C)c(N(CC(=O)NCc2ccco2)C(=O)CNS(=O)(=O)c2ccccc2)c1	-4%	-3%	0%	-3	u	-5%	-4%	-4%	4%
Cc1cccc(C(=O)Nc2ccc(-c3nc4cc(C(C)C)ccc4o3)cc2)c1	-3%	-5%	6%	-2	9%	0%	x	-15%	-6%
Cc1cccc(C(=O)Nc2ccc(N3CCN(C(=O)c4ccco4)CC3)cc2)c1	-5%	-2%	0%	-7	6%	1%	-4%	-21%	-5%
COc1ccccc1C(=O)Nc1c(C(=O)Nc2ccc(C)cc2)oc2ccccc12	1%	-12%	21%	5	23%	7%	x	-23%	-12%
CN1CCN(C(=O)/C(=C/c2ccco2)NC(=O)c2ccccc2)CC1	-1%	-2%	45%	1	30%	-14%	-5%	-9%	0%
Cc1cc(C(=O)Nc2c(C)nn(Cc3c(Cl)cccc3Cl)c2C)no1	-3%	-1%	40%	-4	20%	1%	9%	-4%	-5%
O=C(CCCCn1c(=O)c2ccccc2n(Cc2ccccc2)c1=O)NC1CCN(Cc2ccccc2)CC1	-2%	-2%	-19%	-1	19%	-5%	1%	-7%	-13%
O=C(C1CCN(S(=O)(=O)c2cccc3cccnc23)CC1)N1CCN(c2ccccn2)CC1	-3%	0%	-1%	-7	80%[activator]	-8%	0%	-11%	-16%
Cn1cnnc1SCC(=O)NC1CCCc2ccccc21 (stereo not given)	-2%	-4%	34%	-3	74%[activator]	-3%	-11%	-22%	-1%
COc1cc(C(=O)Nc2ccc3c(c2)OCCO3)ccc1-n1cnnn1	0%	-3%	6%	-4	-1%	-7%	-6%	1%	4%
O=C(NCC1CCN(Cc2ccccc2F)CC1)Nc1cccc(Br)c1	-2%	-3%	-24%	-8	18%	-5%	7%	-12%	-6%
CCOc1ccc(CCNC(=O)COc2cc(=O)n(C)c3ccccc23)cc1OCC	0%	0%	-16%	-1	23%	6%	1%	-9%	-15%
CCCn1ccnc1SC(C)C(=O)Nc1c(C)n(C)n(-c2ccccc2)c1=O (stereo not given)	-4%	x	x	0	-13%	9%	-9%	-8%	x
COC(=O)c1c(-c2ccccc2)csc1NC1=NS(=O)(=O)c2ccccc21	3%	-8%	1%	-2	-3%	-18%	10%	-10%	2%
O=C1CC(c2nc3ccccc3n2CCCOc2ccccc2)CN1c1ccc(F)cc1 (stereo not given)	-1%	-7%	-1%	-2	20%	0%	x	-1%	61%[activator]

Ordered by SMILES length (lowest first): six of the compounds above
SMILES	GRP78 ERSR act	BLM inh	POLB inh	LDHA block	POLI inh	POLK inh	APEX1 inh	POLH inh	Anesthetic bind
Cn1cnnc1SCC(=O)NC1CCCc2ccccc21 (stereo not given)	-2%	-4%	34%	-3	74%[activator]	-3%	-11%	-22%	-1%
O=C(NCC1CCN(Cc2ccccc2F)CC1)Nc1cccc(Br)c1	-2%	-3%	-24%	-8	18%	-5%	7%	-12%	-6%
CC(=O)c1c(C)[nH]c(C(=O)OCn2nnc3ccccc3c2=O)c1C	-5%	-14%	15%	0	-17%	-5%	26%	-10%	-9%
Cc1cccc(-c2nc3scc(CCNS(=O)(=O)c4c(C)noc4C)n3n2)c1	-4%	0%	6%	0	15%	-6%[60.1 µM]	x	-1%	6%
O=C(NCc1cccs1)c1ccc2c(c1)N(Cc1ccccc1Cl)C(=O)c1ccccc1S2	0%	-5%	15%	-5	-13%	-9%[60.1 µM]	x	-1%	-4%
O=C(CCCCn1c(=O)c2ccccc2n(Cc2ccccc2)c1=O)NC1CCN(Cc2ccccc2)CC1	-2%	-2%	-19%	-1	19%	-5%	1%	-7%	-13%

From PubChem BioAssay
